Source: PubChem (The Scripps Research Institute Molecular Screening Center)
ASK1 primary – ASK1 kinase inhibitors, primary screen, biochemical, AlphaScreen; Mitogen-activated protein kinase kinase kinase 5 (Homo sapiens), Q99683; AlphaScreen MKK6 phosphorylation by ASK1, luminescence; inhibition, % at 7.44 µM; 0.99% of 22,000 active; in the data active means inhibition above about 35%;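 further: 0% = median of compound wells and 100% = no enzyme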
ULK1 inh – ULK1 kinase inhibitors, primary screen, biochemical, AlphaScreen. Serine/threonine-protein kinase ULK1 (Homo sapiens), O75385. 1.9% of 30,000 active. inhibition, % at 5.96 µM. AlphaScreen Atg13 phosphorylation by ULK1, luminescence; in the data active means inhibition above about 43%;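 further: 0% = median of compound wells and 100% = no enzyme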
Target sequence (O75385 whole entry, looked up): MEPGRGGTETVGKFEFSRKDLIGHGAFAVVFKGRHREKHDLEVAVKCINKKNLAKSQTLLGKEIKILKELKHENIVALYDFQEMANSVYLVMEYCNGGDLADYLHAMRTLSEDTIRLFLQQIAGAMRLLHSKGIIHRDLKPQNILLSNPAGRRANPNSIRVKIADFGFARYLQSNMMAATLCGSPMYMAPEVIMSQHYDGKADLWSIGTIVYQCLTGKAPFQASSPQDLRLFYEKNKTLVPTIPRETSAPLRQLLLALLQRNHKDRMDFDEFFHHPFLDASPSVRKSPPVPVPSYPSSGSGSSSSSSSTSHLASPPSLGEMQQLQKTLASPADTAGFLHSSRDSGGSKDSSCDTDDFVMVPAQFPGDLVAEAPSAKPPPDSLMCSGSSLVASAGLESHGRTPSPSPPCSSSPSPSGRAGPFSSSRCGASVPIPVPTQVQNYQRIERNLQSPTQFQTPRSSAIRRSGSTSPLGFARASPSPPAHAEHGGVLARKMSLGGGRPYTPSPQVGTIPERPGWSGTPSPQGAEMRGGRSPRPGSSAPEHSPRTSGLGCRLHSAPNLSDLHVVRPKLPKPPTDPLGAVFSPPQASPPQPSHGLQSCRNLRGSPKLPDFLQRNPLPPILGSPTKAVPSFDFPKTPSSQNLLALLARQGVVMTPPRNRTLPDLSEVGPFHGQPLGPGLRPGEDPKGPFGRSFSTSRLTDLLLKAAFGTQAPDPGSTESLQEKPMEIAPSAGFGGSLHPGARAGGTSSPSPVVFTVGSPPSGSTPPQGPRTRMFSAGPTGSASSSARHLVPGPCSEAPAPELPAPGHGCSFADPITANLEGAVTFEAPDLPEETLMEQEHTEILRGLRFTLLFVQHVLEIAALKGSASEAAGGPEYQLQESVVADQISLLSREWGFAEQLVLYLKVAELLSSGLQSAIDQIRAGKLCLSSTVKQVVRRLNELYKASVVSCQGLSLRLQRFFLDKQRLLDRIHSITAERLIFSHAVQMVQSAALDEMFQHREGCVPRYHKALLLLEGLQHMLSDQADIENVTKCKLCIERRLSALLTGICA
Starred values were filed as active, the others as inactive; / = not tested or not shown; & = joins results of further samples.

SMILES	ASK1 primary	ULK1 inh
Fc1cnc(Nc2ccc(-n3cccn3)cc2)nc1-c1cc(N2CCOCC2)cc(C(F)(F)F)c1	6	-24
COc1ccc(CCNC(=O)c2csc(NCCN3CCOCC3)n2)cc1	0	4
Cc1ccc(-c2cncc(-c3cc(N4CCOCC4)nc(C)n3)c2)cc1	/	-37
CC(C)n1cnc2c(NCc3cccc(C(F)(F)F)c3)nc(-c3ccc(C(=O)NC4CC4)cc3)nc21	-7	-31
O=C(NCCc1ccncc1)c1ccc2c(c1)CC(c1nc3ccc(-c4cn[nH]c4)cc3c(=O)[nH]1)CO2 (centres undefined)	-35	-50
COc1cccc(CNC(=O)Nc2nc3ccc(-c4cn[nH]c4)cc3s2)c1	11	19
CCN(CC)C(=O)COc1cc(-c2cn[nH]c2)ccc1NC(=O)C1COc2ccc(C)cc2C1 (centres undefined)	6	-23
O=C(NCCCN1CCOCC1)c1cc(F)cc(-n2ncc3cc(Nc4c(Cl)cccc4Cl)ccc32)c1	9	-24
O=C(Cn1c(CO)cnc1SCc1ccccc1Cl)NC1CC1	/	3
COc1cc(NC(=O)C2COc3ccc(F)cc3C2)ccc1-c1cn[nH]c1 (centres undefined)	-7	-25
FC(F)(F)c1ccc(Cn2cnc3c(Nc4ccc(N5CCOCC5)cc4)nc(Nc4cnccn4)nc32)cc1	12	0
Cn1cc(-c2ccc3cnc(Nc4ccc(-n5cnc(N6CCOCC6)n5)cc4)nc3c2-c2ccccc2)cn1	-17	-78
COC1(OC)C2(Cl)C(Cl)=C(Cl)C1(Cl)C1C(=O)N(c3nccs3)C(=O)C12 (centres undefined)	/	8
CCOc1cc([N+](=O)[O-])cc(/C=N/NC(=O)COc2c(C)ccc(C)c2C)c1O	/	-9
CC(C)C(=O)OCC(=O)[C@@]12O[C@H](C3CCCCC3)O[C@@H]1C[C@H]1[C@@H]3CCC4=CC(=O)C=C[C@]4(C)[C@H]3[C@@H](O)C[C@@]12C	/	7
c1ccc(Nc2cc(N3CCN(c4ccccn4)CC3)ncn2)cc1	8	3
Cc1cnc(NCc2ccc3c(c2)OCO3)nc1Nc1ccc2c(c1)OCO2	18	10
c1cnc2ccc(Nc3nc(Nc4ccc5c(c4)OCO5)c4ncn(-c5ccsc5)c4n3)cc2c1	-48	-7
COc1ccc(-c2cc(C(=O)Nc3ccc(Oc4ccccc4)cc3)ccn2)cn1	-2	-21
CCN(CC)C(=O)C1CCCN(c2ncc(C(=O)NCCc3ccc(OC)cc3)s2)C1 (centres undefined)	0	-6
CCCNc1nc(N2CCc3ccccc3C2)ncc1C	1	1
Cc1ncn(-c2ccc(Nc3ncc4cccc(-c5ccn[nH]5)c4n3)cc2)n1	16	24
Cc1cc(NCc2cccc(C(F)(F)F)c2)nc(Nc2ccc(-n3ccnc3)cc2)n1	6	-28
O=C1CCCN1CCCNc1nc(Nc2ccccn2)nc2c1ncn2-c1ccsc1	11	15
O=C(O)/C=C(\CC(=O)O)C(=O)O	/	-8

Record cards (already shown):
Record of Fc1cnc(Nc2ccc(-n3cccn3)cc2)nc1-c1cc(N2CCOCC2)cc(C(F)(F)F)c1 : ASK1 primary = 6; ULK1 inh = -24
Record of O=C1CCCN1CCCNc1nc(Nc2ccccn2)nc2c1ncn2-c1ccsc1 : ASK1 primary = 11; ULK1 inh = 15

The list continues.
SMILES	ASK1 primary	ULK1 inh
Cc1ccn2cc(-c3ccc(NS(=O)(=O)c4ccc5ccccc5c4)cc3)nc2n1	/	-17
COC1=C(OC)C(=O)C(CCCCCCCCCCO)=C(C)C1=O	/	-19
COc1ccc(C[C@@H](N)c2nc3ccc(-c4cn[nH]c4)cc3c(=O)[nH]2)cc1	21	3
COc1ccc2c(c1)CC(C(=O)Nc1ccc(-c3cn[nH]c3)cc1SCCN(C)C)CO2 (centres undefined)	2	17
COc1cc(Nc2ncnc3nc(-c4ccc(N5CCOCC5)nc4)[nH]c23)cc(OC)c1OC	-4	26
COc1cc(Nc2nc(-c3ccc(C(=O)NC4CC4)cc3)ncc2C)cc(OC)c1OC	21	35
CN(C)c1cccc(Nc2nc(C(=O)NCc3ccccc3)cs2)c1	24	30
COc1ccc(-c2nc(NC3CC3)c3ncn(Cc4ccc(C(F)(F)F)cc4)c3n2)cc1	-16	-63
OC1CCC(Nc2nccc(NCCOc3ccccc3)n2)CC1 (centres undefined)	-9	-25
CCCOC(=O)C1=C(C)NC2=C(C(=O)CCC2)C1c1cc(Cl)c(O)c(OC)c1 (centres undefined)	/	-4
CCN(CC)c1nc(NCc2cccc(C(F)(F)F)c2)nc(NC2CCN(Cc3ccccc3)CC2)n1	-15	-20
NC(=O)c1ccc(-c2nc(N)c3ncn(Cc4ccc(C(F)(F)F)cc4)c3n2)cc1	16	21
O=C[C@H](O)[C@@H](O)[C@H](O)CO	/	-5
Cn1ccc2cc(-c3cc(C(=O)NCCO)ccn3)ccc21	-19	-17
CS(=O)(=O)Nc1ccc(-c2cnc3cccc(Nc4ccc(C(F)(F)F)cn4)c3c2)cc1	-11	-12
CCn1c(C)cc(O)c(C(c2ccc(F)cc2)N2CCN(c3ccccc3F)CC2)c1=O (centres undefined)	/	3
Cc1cc(NC2CCN(Cc3ccccc3)CC2)nc(-c2ccc(C(N)=O)cc2)n1	8	-34
C[C@]12CC[C@H](O)CC1=CC[C@@H]1[C@@H]2CC[C@]2(C)C(c3cccnc3)=CC[C@@H]12	/	2
CCCNc1cc(NCC)ncn1	11	-5
CCCNc1cc(-c2ccc(N3CCOCC3)nc2)ncn1	-6	-4
OC(c1ccc(Br)cc1)c1nc(-c2ccncc2)no1 (centres undefined)	-11	-4
CC(C)Cc1ccc(C(C)C(=O)OCc2ccccn2)cc1 (centres undefined)	/	-4
CCN1/C(=C\C=c2\sc(=C(C#N)C#N)n(CC)c2=O)N(C)c2cc(C(=O)OC)ccc21	/	1
CC(=O)Nc1ccc(Nc2nc(N3CCCC3CO)nc3c2ncn3CCN2CCCC2=O)cc1 (centres undefined)	-1	3
CC(C)N(CCNC(=O)C1CCN(c2ccc(Nc3ccccc3)nn2)CC1)C(C)C	-3	1

An excerpt from above in order of molecular weight, low to high.
SMILES	ASK1 primary	ULK1 inh
O=C[C@H](O)[C@@H](O)[C@H](O)CO	/	-5
CCCOC(=O)C1=C(C)NC2=C(C(=O)CCC2)C1c1cc(Cl)c(O)c(OC)c1 (centres undefined)	/	-4
COc1cc(Nc2ncnc3nc(-c4ccc(N5CCOCC5)nc4)[nH]c23)cc(OC)c1OC	-4	26

Part of the list above, with values under each structure.
Sequence of screens: ASK1 primary, ULK1 inh
> CCN(CC)c1nc(NCc2cccc(C(F)(F)F)c2)nc(NC2CCN(Cc3ccccc3)CC2)n1
  -15, -20
> NC(=O)c1ccc(-c2nc(N)c3ncn(Cc4ccc(C(F)(F)F)cc4)c3n2)cc1
  16, 21
> O=C[C@H](O)[C@@H](O)[C@H](O)CO
  /, -5
> Cn1ccc2cc(-c3cc(C(=O)NCCO)ccn3)ccc21
  -19, -17

More compounds
SMILES	ASK1 primary	ULK1 inh
NS(=O)(=O)c1ccc(Nc2nccc(N[C@@H]3CCCNC3)n2)cc1	-6	37
COc1ccc(CCNC(=O)c2ccc(-c3ccc(OC)nc3)s2)cc1	-4	16
O=C(NCc1ccccc1)c1ccnc(-c2ccc3[nH]ccc3c2)c1	9	13
O=C(NCCCN1CCCC1=O)c1ccc2nc(Nc3cccnc3)sc2c1	9	19
CC(C)n1cnc2c(NCCCN3CCCC3=O)nc(N3CCN(Cc4ccc5c(c4)OCO5)CC3)nc21	1	1
Cc1cc(=O)c(C(=O)NC(C(=O)NC2C(=O)N3C(C(=O)O)=C(CSc4nnnn4C)CSC23)c2ccc(O)cc2)c[nH]1 (centres undefined)	/	4
O=C(Nc1ccc2c(c1)OCO2)c1ccnc(NCCN2CCOCC2)c1	9	0
COc1ccc(-c2ncc(C(=O)NCc3cccnc3)s2)cc1	7	1
OCCNc1nc(Nc2nccc3ccccc23)nc2c1ncn2Cc1ccc(C(F)(F)F)cc1	-4	1
c1ccc(-n2cnc3c(Nc4ccc(N5CCOCC5)cc4)nc(Nc4ncccn4)nc32)cc1	11	9
CC1(C)Cc2cccc(OCc3ccc(C(=O)NCc4cccnc4)cc3)c2O1	/	-28
CCCNc1nc(Nc2cccnc2)nc2c1ncn2-c1ccsc1	7	-1
COc1ccc(CCNC(=O)c2cnc(-c3cccs3)s2)cc1	2	-3
FC(F)(F)c1cccc(CNc2nc(N3CCN(Cc4ccc5c(c4)OCO5)CC3)nc3c2ncn3C2CCCCC2)c1	33	8
FC(F)(F)c1cccc(CNc2nc(NCCN3CCOCC3)nc3c2ncn3-c2ccsc2)c1	4	-17
FC(F)(F)c1cccc(CNc2nc(Nc3ccc(N4CCOCC4)cc3)nc3c2ncn3-c2ccsc2)c1	42*	-6
CCN1CCN(C(c2ccc(F)cc2)c2c(O)cc(C)n(CC)c2=O)CC1 (centres undefined)	/	3
COc1cc(C(=S)N2CCOCC2)ccc1O	/	10
c1ccc(OCCNc2nc(NCCN3CCOCC3)nc3c2ncn3C2CCCCC2)cc1	-8	-10
Cc1cc(NCc2nc3ccccc3[nH]2)nc(Nc2ccncn2)n1	-19	0
c1ccc(CN2CCC(Nc3ccnc(N4CCN(c5ccccn5)CC4)n3)CC2)cc1	7	-1
COc1ccc(-c2cc(C(=O)NCCO)ccn2)cc1	5	6
c1ccc(CNc2nc(Nc3ccncn3)nc3nc[nH]c23)cc1	0	-9
CS(=O)(=O)c1ccc(NCc2ccccc2)c(F)c1	/	-6
COc1ccc(CCNc2cc(C)nc(-c3cccc(C(C)=O)c3)n2)cc1	-6	-10
Next part.
SMILES	ASK1 primary	ULK1 inh
COCCNC(=O)/C(C#N)=C/c1cn(CC(N)=O)c2ccccc12	/	5
CC(C)NS(=O)(=O)c1ccc(Nc2nccc(-c3ccccc3)n2)cc1	15	-10
CCC1=NN(C(=O)Cc2ccccc2)C(O)(c2ccc(OC)cc2)C1 (centres undefined)	/	-4
CC(C)(C)OC(=O)NC(C(=O)NCc1nc(-c2ccncc2)n[nH]1)c1ccc(Br)cc1 (centres undefined)	-3	3
CC(C)n1c(N2CCN(Cc3ccc4c(c3)OCO4)CC2)nc2c(NCCN3CCOCC3)ncnc21	-7	0
CC(=O)N1CCNCC1	/	-7
c1ccc(CN2CCC(Nc3nc(Nc4ccncc4)nc4c3ncn4C3CCCCC3)CC2)cc1	9	1
Clc1nc(NCc2nc3ccccc3[nH]2)c2ncn(-c3ccsc3)c2n1	9	7
O=C(c1cccc(F)c1)N1CCN(CC2CC3C=CC2C3)CC1 (centres undefined)	/	2
COc1ccc(CCNc2ccnc(Nc3ccccc3)n2)cc1	5	0
COc1ccc(-c2ncc(C)c(NCCc3ccc(O)cc3)n2)cn1	-1	3
COc1cc(Nc2nc(-c3ccccc3)nc3c2ncn3CCN2CCCC2=O)cc(OC)c1OC	12	-30
COc1cc2c(cc1OC)CN(CCC(=O)O)CC2	/	-4
Fc1ccccc1-c1cc(N2CCN(c3ccccn3)CC2)nc(-c2ccccn2)n1	/	-19
Cc1ncn(-c2ccc(Nc3nccc(-n4ccc(C(N)=O)n4)n3)cc2)n1	-30	35
CCCCC(=O)O	/	-1
COc1ccc(Nc2nc(C)cc(NCc3cccc(C(F)(F)F)c3)n2)cc1	-1	-18
O=C(Nc1cccc(F)c1N1CCC2(CC1)OCCO2)c1ccc(Br)o1	-11	-9
CCN(CC)c1nc(NCCN(C(C)C)C(C)C)nc(Nc2ccccc2)n1	0	-4
c1ccc(Nc2nc(Nc3ccccc3)c3cn[nH]c3n2)cc1	23	-29
CC(=O)Nc1ccc(Nc2nc(NC3CCN(Cc4ccccc4)CC3)nc3nc[nH]c23)cc1	34	6
c1nc2nc(NCc3ccc4c(c3)OCO4)nc(Nc3ccc(N4CCOCC4)cc3)c2[nH]1	27	3
CCNc1cccc(C(=O)NCCOc2ccccc2)n1	-20	-2
c1ccc(-n2cnc3c(NC4CC4)nc(-c4ccc(N5CCOCC5)nc4)nc32)cc1	15	-8
CC1(C)[C@@H](O)CC[C@]2(C)[C@H]3C(=O)C=C4[C@@H]5C[C@@](C)(C(=O)O)CC[C@]5(C)CC[C@@]4(C)[C@]3(C)CC[C@@H]12	/	7

Entries shown so far with a thiophene ring, fused or not:
SMILES	ASK1 primary	ULK1 inh
c1cnc2ccc(Nc3nc(Nc4ccc5c(c4)OCO5)c4ncn(-c5ccsc5)c4n3)cc2c1	-48	-7
O=C1CCCN1CCCNc1nc(Nc2ccccn2)nc2c1ncn2-c1ccsc1	11	15
COc1ccc(CCNC(=O)c2ccc(-c3ccc(OC)nc3)s2)cc1	-4	16
CCCNc1nc(Nc2cccnc2)nc2c1ncn2-c1ccsc1	7	-1
COc1ccc(CCNC(=O)c2cnc(-c3cccs3)s2)cc1	2	-3
FC(F)(F)c1cccc(CNc2nc(NCCN3CCOCC3)nc3c2ncn3-c2ccsc2)c1	4	-17
FC(F)(F)c1cccc(CNc2nc(Nc3ccc(N4CCOCC4)cc3)nc3c2ncn3-c2ccsc2)c1	42*	-6
Clc1nc(NCc2nc3ccccc3[nH]2)c2ncn(-c3ccsc3)c2n1	9	7

(more compounds)
SMILES	ASK1 primary	ULK1 inh
c1cn(-c2ccc(Nc3nc(NC4CC4)c4[nH]cnc4n3)cc2)cn1	-69	57*
c1ccc(-c2nc(NCCN3CCOCC3)c3ncn(C4CCCCC4)c3n2)cc1	-2	-26
Cc1cncc(NC(=O)c2cc(C#N)cc(-n3cc(NC(=O)Cc4ccccc4)cn3)c2)c1	-6	-1
Oc1ccc(/C=N/Nc2nnc3c(n2)[nH]c2ccccc23)c(O)c1	/	15
COc1ccc(-c2nc(NCCO)c3ncn(C4CCCCC4)c3n2)cc1	14	-26
CCCS(=O)(=O)Nc1ccc2c(c1)CC(=O)N2C	/	-11
c1nc(NCCN2CCOCC2)cc(Nc2ccc(N3CCOCC3)cc2)n1	-5&2	4&-12
